TAG inh – triacylglycerol accumulation inhibition; H9c2 cells, Nile Red lipid (TAG) fluorescence; cells loaded with 200 µM oleic acid; inhibition, % at 12.5 µM; actives 0.66% (n = 230,000);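 active = pattern-corrected inhibition of lipid staining of at least 50% with the nuclear-stain viability signal not falling by more than 50%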;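 note: 0% = DMSO wells and 100% = triacsin C control wells; some results filed as inactive read as strong as hits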
TAG inh DAPI viability – also measured in TAG inh; calls as there; DAPI nuclei signal change (viability), lower = more cytotoxic, %;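 whole-well DAPI fluorescence read on a plate reader as a viability signal; minus 50 percent equals half of cells still viable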
* = called active by the depositor. Some of the compounds tested; the hit share may differ from the screen's.

(1) NC(Cc1ccc(Cl)cc1)c1csc(Nc2ccc(-c3ccccc3)nn2)n1 (stereo not given)
(2) CCCCC(=O)Nc1ccc(N2CCN(C(=O)c3ccco3)CC2)cc1
(3) COc1c(N2CCN(C(=S)Nc3ccccc3F)C(C)C2)c(F)cc2c(=O)c(C(=O)O)cn(C3CC3)c12 (stereo not given)
(4) N#CCCN(Cc1cccnc1)C(=S)NCc1ccco1
(5) CNS(=O)(=O)c1cccc(C(=O)OCC(=O)c2cc3ccccc3o2)c1
(6) O=C(OCC(=O)c1c[nH]c2ccccc12)c1cccc([N+](=O)[O-])c1
(7) O=C(C[n+]1ccc(C(=O)NCc2ccccc2)cc1)c1ccc(Cl)cc1
(8) CCOC(=O)/C(C)=N/Nc1nc(-c2ccc(NC(C)=O)cc2)cs1
(9) CCOc1ccc(NC(=O)CCN2C(=O)c3cccc([N+](=O)[O-])c3C2=O)cc1
(10) CCOC(=O)CNC(=O)CSc1ncnc2c1cnn2Cc1ccccc1

entry no.,1,2,3,4,5,6,7,8,9,10
TAG inh,121,-17,4,-4,3,-4,14,-6,-17,-10
TAG inh DAPI viability,-79,0,-1,13,-3,0,-2,9,6,-1

(11) Cc1cccc(CN(C(=S)Nc2c(C)cccc2C)c2cccnc2)c1
(12) C=CCSc1nc2ccccc2c(=O)n1Cc1ccccc1
(13) CC1(C(=O)NS(=O)(=O)c2ccccc2OC(F)(F)F)CCN1C(=O)c1ccco1 (stereo not given)
(14) CCN(CC)CCNC(=O)c1cc(S(=O)(=O)N2CCc3ccccc32)cn1C
(15) Cc1ccc(C)c(SCC(=O)Nc2nnc(-c3ccccc3)o2)c1
(16) CCC(=O)NC(NCC1CCCO1)C(Cl)(Cl)Cl (stereo not given)
(17) O=C(NCc1ccco1)c1cnn2c1NC(c1ccc(Br)cc1)CC2C(F)(F)F (stereo not given)
(18) COc1ccc(NC(=S)N/N=C/c2ccc(F)cc2)cc1OC
(19) CN(CC(=O)Nc1cccc(F)c1)C(=O)CCCN1C(=O)c2cccc3cccc(c23)C1=O
(20) CC(=O)Nc1ccc(N2CCCCC2)c(C(=O)Nc2cccc(C)c2)c1

entry no.,11,12,13,14,15,16,17,18,19,20
TAG inh,-10,-11,4,19,17,6,7,-5,-7,7
TAG inh DAPI viability,10,-4,0,-16,-10,-5,0,-3,-5,12

(21) Cc1ccc(S(=O)(=O)NCc2ccncc2)c(C)c1C
(22) COc1ccccc1N1CCN(C(=O)c2cc(C)oc2C)CC1
(23) CC1CCCCC1NC(=O)COc1cccnc1[N+](=O)[O-] (stereo not given)
(24) CCOC(=O)c1csc(NC(=O)c2cc(OC)c(OC)c(OC)c2)n1
(25) CCN(CC)c1ccc(C(=C2C=CC(=[N+](CC)CC)C=C2)c2ccc(N(CC)CC)cc2)cc1
(26) O=C(COc1ccccc1[N+](=O)[O-])OCCCOC(=O)COc1ccccc1[N+](=O)[O-]
(27) COc1ccc(/C=C/C(=O)NC(=S)N2CCN(c3ccccc3OC)CC2)cc1
(28) Cc1cc(S(=O)(=O)NCc2ccccc2)ccc1OCC(=O)N1CCCC1
(29) COCCN(C(=O)COC(=O)CSc1cc(C)ccc1C)c1c(N)n(Cc2ccccc2)c(=O)[nH]c1=O
(30) CC1CC(C)CN(C(=O)COC(=O)CNC(=O)C23CC4CC(CC(C4)C2)C3)C1 (stereo not given)

entry no.,21,22,23,24,25,26,27,28,29,30
TAG inh,-24,3,11,7,136,5,0,8,-3,-5
TAG inh DAPI viability,-3,1,-6,7,-75,-23,9,5,-5,2

(31) COc1ncccc1-c1cc2nc(NCCNC(C)=O)n(C)c(=O)c2s1
(32) CC(C)(C)CN1CCNC(=O)C1CC(=O)N1CCOc2ccccc2C1 (stereo not given)
(33) O=C(Nc1ccc2c(c1)[C@@H]1C[C@@H](CC(=O)N3CCCCC3)O[C@@H](CO)[C@@H]1O2)NC1CCCCC1
(34) CCc1ccc(S(=O)(=O)Nc2ccc(-c3ccc4nnc(C)n4n3)cc2)s1
(35) CCCCN(C(=O)CCSc1ccc(F)cc1)c1c(N)n(Cc2ccccc2)c(=O)[nH]c1=O
(36) O=Cc1ccc2oc3nc4n(c(=O)c3c(=O)c2c1)CCCS4
(37) Cc1noc(C)c1NC(=O)Nc1ccc2c(c1)C(=O)N([C@H](C)CO)C[C@H](C)[C@@H](CN(C)C(=O)Nc1ccccc1)O2
(38) CCN(c1ccccc1)S(=O)(=O)c1ccc(C(=O)NCCCN2CCOCC2)cc1
(39) O=C(Nc1ccccc1C(=O)O)c1ccc2ccccc2n1
(40) COc1ccc(C2CC3(O)CC(C#N)(C(=O)N3)C2(C#N)C#N)cc1 (stereo not given)

entry no.,31,32,33,34,35,36,37,38,39,40
TAG inh,18,-3,13,4,2,-2,11,3,6,-2
TAG inh DAPI viability,-9,2,-4,-2,-2,13,-4,0,-6,7

(41) Cc1ccc(-n2c(=S)[nH]c3sc4c(c3c2=O)CCc2ccccc2-4)cc1
(42) O=C(NCC1CCCO1)C1CCN(S(=O)(=O)c2ccc(Br)cc2)CC1 (stereo not given)
(43) CCOc1ccc(NC(=O)c2cc(SC)ccc2Cl)cc1
(44) Cc1noc(C)c1C(=O)OC(C)C(=O)Nc1ccc([N+](=O)[O-])cc1C(F)(F)F (stereo not given)
(45) COc1ccccc1-n1c(CNC(=O)c2ccco2)nnc1SCC(=O)Nc1ccc(F)cc1
(46) N#C/C(C(=O)N1CCCCC1)=C1\Nc2ccccc2S1
(47) C=CCN(c1ccc(F)cc1)S(=O)(=O)c1cc(C(=O)OCC(=O)N(C)C2CCS(=O)(=O)C2)ccc1Cl (stereo not given)
(48) COc1cccc(C(O)c2ncc(-c3ccccc3)[nH]2)c1 (stereo not given)
(49) Cc1ccc(-n2c(SCC(=O)NC3CCS(=O)(=O)C3)nc3ccccc3c2=O)cc1C (stereo not given)
(50) CC(C)CNC(=O)COC(=O)c1cccc(S(=O)(=O)NCC(F)(F)F)c1

entry no.,41,42,43,44,45,46,47,48,49,50
TAG inh,-2,-1,1,2,-3,-9,6,-2,7,3
TAG inh DAPI viability,2,4,1,8,-2,-10,-9,3,4,6

(51) O=C(CCCCCn1c(=O)[nH]c2ccccc2c1=O)N1CCN(Cc2ccc3c(c2)OCO3)CC1
(52) O=C(Oc1ccc(Br)cc1C(=S)N1CCOCC1)c1ccc(F)cc1
(53) N#Cc1ccc(CC(=O)c2ccccc2)[nH]c1=O
(54) Nc1cccc(C(=O)OCC(=O)NC2CCCc3ccccc32)c1 (stereo not given)
(55) CCCCCCNC(=O)CC(c1ccccc1)c1cc(Br)ccc1O (stereo not given)
(56) COC(=O)c1ccc2c(c1)C(C)(C)C(/C=C/c1ccc(OC)c(OC)c1OC)=[N+]2C
(57) COC(=O)c1c(C)[nH]c(C)c1-c1cccc([N+](=O)[O-])c1
(58) O=C(CNC(=O)c1ccccc1F)NCCc1ccccc1F
(59) N#Cc1cccc(NC(=O)c2cc(C3CCCCN3C(=O)c3ccccc3)on2)c1 (stereo not given)
(60) COC(=O)c1sccc1NC(=O)c1ccc(OC)c(OC)c1

entry no.,51,52,53,54,55,56,57,58,59,60
TAG inh,0,12,-28,8,3,125,-29,10,8,-8
TAG inh DAPI viability,3,-9,-9,-3,-1,-74,1,2,-10,-5

(61) CCc1ccc(OCc2nnc(SCC(=O)N3CCN(c4ccccc4)CC3)o2)cc1
(62) NS(=O)(=O)c1ccc(CCNC(=O)CCCOc2ccccc2)cc1
(63) O=C(C1CCN(S(=O)(=O)c2ccccc2F)CC1)N1CCN(Cc2ccc3c(c2)OCO3)CC1
(64) O=C(CSc1c2c(nc3ccc(Cl)cc13)CCCC2)NCc1ccco1
(65) CCOC(=O)Cc1n[nH]c(=O)c2ccccc12
(66) COc1cccc(CNC(=S)Nc2ccc3c(c2)c(=O)n(C)n3C)c1
(67) CC(=O)Nc1ccc(S(=O)(=O)N2CCN(C(=O)Cc3ccccc3)CC2)cc1
(68) Cc1ccc(N2Cc3ccccc3C2=S)cc1
(69) CC1=C(C(=O)N(C)Cc2ccccc2)C2(CCC(C)CC2)OC1=O (stereo not given)
(70) CCC(=O)NCCc1cc2ccc(C)cc2[nH]c1=O

entry no.,61,62,63,64,65,66,67,68,69,70
TAG inh,-19,-8,19,3,-15,3,14,4,-4,-1
TAG inh DAPI viability,-5,-8,-10,14,5,19,-2,-10,-10,-13

Reprinted at random: three records from the list.
(5) CNS(=O)(=O)c1cccc(C(=O)OCC(=O)c2cc3ccccc3o2)c1
(31) COc1ncccc1-c1cc2nc(NCCNC(C)=O)n(C)c(=O)c2s1
(33) O=C(Nc1ccc2c(c1)[C@@H]1C[C@@H](CC(=O)N3CCCCC3)O[C@@H](CO)[C@@H]1O2)NC1CCCCC1

entry no.,5,31,33
TAG inh,3,18,13
TAG inh DAPI viability,-3,-9,-4

The list goes on:
(71) O=S(=O)(NCC1CCCO1)c1ccc(Cl)c2ccccc12 (stereo not given)
(72) COc1ccc(-c2nc(-c3cccs3)c(-c3cccs3)[nH]2)cc1OC
(73) Nc1ccc(-c2nc3cc(N)ccc3n2CCO)cc1
(74) CCC/C=C/c1ccc(CN2C(C)C(=O)N(Cc3cn(CCC4OCCO4)nn3)CCS2(=O)=O)cc1 (stereo not given)
(75) Cc1ccn2c(=O)nc(SCC(=O)NCc3ccccc3Cl)nc2c1
(76) COc1cc(OC)c(CN2CCN(c3ccc(F)cc3)CC2)cc1Br
(77) CCN1/C(=C\c2ccc3cc(C)ccc3[n+]2CC)Sc2cc(C)c(C)cc21
(78) CS(=O)(=O)Nc1ccccc1C(=O)OCC(=O)NC1CC1
(79) CC1CCCN(CC(O)COc2ccc(S(=O)(=O)N3CCCC3)cc2[N+](=O)[O-])C1 (stereo not given)
(80) NC(=O)CSc1nc2ccccc2n1Cc1ccccc1F

entry no.,71,72,73,74,75,76,77,78,79,80
TAG inh,-21,20,14,-2,7,-11,-60,16,11,-10
TAG inh DAPI viability,-4,-10,13,-11,-5,13,-32,-2,9,14

Single records, as listed above:
Results for COc1ccc(-c2nc(-c3cccs3)c(-c3cccs3)[nH]2)cc1OC → TAG inh: 20; TAG inh DAPI viability: -10
Results for Nc1ccc(-c2nc3cc(N)ccc3n2CCO)cc1 → TAG inh: 14; TAG inh DAPI viability: 13
Results for CS(=O)(=O)Nc1ccccc1C(=O)OCC(=O)NC1CC1 → TAG inh: 16; TAG inh DAPI viability: -2

Further entries follow.
(81) CC(=O)c1cccc(-c2cnc3c(NC=O)cc(-c4ccccc4F)cn23)c1
(82) CCCNC(=O)c1ccc2c(=O)c(O)c(-c3ccc(OC)cc3)[nH]c2c1
(83) O=C(COc1cc(F)ccc1[N+](=O)[O-])Nc1cc(S(=O)(=O)N2CCCC2)ccc1Cl
(84) Cc1ccc(C)c(OCC(=O)N(Cc2nnc(-c3ccccc3Cl)o2)C2CC2)c1
(85) Cc1c(C(C)(C)O)[nH]c2ccc(C#N)cc12
(86) Cc1cc2ccccc2n1CCNC(=O)C1CCCC1
(87) O=C(COC(=O)C1CCN(c2ccc(C(F)(F)F)cn2)CC1)Nc1ncc(Cl)cc1Cl
(88) CCCC/C(O)=C1\C(=O)CC(C)(C)CC1=NCCCCCC(=O)O
(89) O=C(c1cccc(F)c1)N1CCC(N2CCCCCC2)CC1
(90) COc1ccc(OCC(=O)Nc2ccc(NC(=O)c3ccco3)cc2)cc1

entry no.,81,82,83,84,85,86,87,88,89,90
TAG inh,6,-21,18,-3,-22,-15,-2,15,7,15
TAG inh DAPI viability,-9,25,-11,-5,-5,0,2,-9,-1,5

(91) CC(=O)N1CCN(c2ccc(NC(=O)c3ccc(Cl)cc3)cc2)CC1
(92) O=C(Nc1ccc2c(c1)OCO2)C1CCCN(S(=O)(=O)Cc2ccccc2)C1 (stereo not given)
(93) NC(=O)c1c(N)sc(=S)n1-c1ccccc1
(94) Cc1ccc(C(=O)Oc2cc(-c3ccccc3)no2)cc1
(95) O=C(COc1ccc2ccccc2c1)N1CCCC1
(96) NS(=O)(=O)c1cccc(NC(=O)Cc2ccc(Cl)c(Cl)c2)c1
(97) CCOC(=O)/C(=C/c1c(C)n(C)c2ccc([N+](=O)[O-])cc12)C(C)=O
(98) O=C1c2cccc3cccc(c23)C(=O)N1c1ccncc1
(99) Cc1cccc(C=NOCCc2ccccc2)n1
(100) Cc1ccc(C(=O)Nc2ncccc2O)o1

entry no.,91,92,93,94,95,96,97,98,99,100
TAG inh,3,-10,4,8,6,-4,12,9,-19,8
TAG inh DAPI viability,-2,-13,1,-15,-2,3,-15,-7,0,5

Assay outcomes (PubChem)
